Spn MK inh – blocks S. pneumoniae mevalonate kinase; purified MK, PK/LDH-coupled NADH absorbance 340 nm; inhibition, % at 10 µM; actives 0.48% (n = 65,000); AID 555;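 active = ranked among the strongest by inhibition in the single 10 µM screen, a fixed top-ranked set picked for dose follow-up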; note: no value below 0 was filed
HT1080 cytotoxicity – HT1080 cell viability loss – fluorescence readout (AID 620); HT1080 viability, fluorescence; higher % means a stronger effect; one-dose cytotoxicity, % at 10 µM; EC50 in µM for titrated hits; actives 0.42% (n = 87,000);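 note: cells exposed to compound overnight then 4 h with Alamar Blue; 0% = vehicle DMSO and 100% = killing control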
DPM-DC inhibit – S. pneumoniae DPM-DC inhibition; purified DPM-DC, PK/LDH coupled NADH fluorescence; actives 0.49% (n = 65,000); calls only at 10 µM;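 active = the 320 compounds with the highest percent inhibition in the single-dose primary screen, excluding strongly autofluorescent ones, cut at about 32% in these data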;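 note: kinetic rate of NADH fluorescence loss reporting ADP formed by the decarboxylase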
Alkaline phosphatase – human TNAP enzyme inhibitors, biochemical, luminescent (AID 518); actives 0.09% (n = 64,000); one-dose inhibition, % at 20 µM; IC50 in µM for titrated hits; purified TNAP enzyme, luminescent substrate readout; higher % means a stronger effect; in the data active = a potency from the dose series; inactive = the rest, 99 in 100 with inhibition below about 22%;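 note: plate controls were vehicle for no effect and reference inhibitor for full effect; many of its hits are not listed in these tables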
PMK inhibit – S. pneumoniae PMK inhibition; purified PMK, PK/LDH-coupled NADH absorbance 340 nm; inhibition, % at 10 µM; actives 0.49% (n = 65,000);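 active = top-ranked compounds by inhibition in the single 10 µM screen, taking a fixed number of the strongest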;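 note: 0% = full reaction with DMSO carrier and 100% = background rate without enzyme reaction; no value below 0 was filed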
LYP inhibition – LYP phosphatase inhibitors, primary screen, biochemical, DiFMUP fluorescence, recombinant catalytic domain, 10 µM (AID 606) | recombinant LYP catalytic domain, DiFMUP fluorescence; higher % means a stronger effect | inhibition, % at 10 µM; hits with a dose series show IC50 in µM | 52,000 tested, under 10 active;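 active = IC50 under 40 µM in the dose-response test; inactive = IC50 of 40 µM or more, or never dose-tested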
HPDE-C7 viability – cytotoxicity in HPDE-C7 cells, cell-based, fluorescence, HTS (AID 430); actives 1.8% (n = 63,000); HPDE-C7 pancreatic duct cells viability, fluorescence; higher % means a stronger effect; cytotoxicity, % at 10 µM, or EC50 in µM where a hit was titrated;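 note: cells exposed to compound for 48 hours before viability readout; 0% = vehicle and 100% = reference cytotoxic drug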
HPDE-C7K KRASV12 – viability loss of HPDE-C7K cells – cell-based, fluorescence, HTS, primary screen (AID 431); HPDE-C7K KRASV12 cells, Alamar Blue viability, 48 h; higher % means a stronger effect; cytotoxicity, % at 10 µM; hits with a dose series show EC50 in µM; actives 1.7% (n = 63,000);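 active = compounds whose percent cytotoxicity in the single-dose primary screen, scaled between solvent and toxic-drug controls, exceeds 50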;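 note: 0% = DMSO solvent wells and 100% = doxorubicin-treated wells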
Bfl-1 displacement – Bfl-1 inhibitors, primary screen, biochemical, fluorescence polarization, FITC-Bid, mouse (AID 432). FITC-Bid BH3 peptide fluorescence polarization displacement; higher % means a stronger effect. one-dose displacement, % at 20 µM; IC50 in µM for titrated hits. actives 0.02% (n = 64,000); in the data active = a potency from the dose series; inactive = the rest, 99 in 100 with displacement below about 15%; note: strong numbers were not always called active
PMK inhibit pilot replicates – recorded beside PMK inhibit, whose call it bears; inhibition, %; measured here: pilot screen replicates
Spn MK inh pilot replicates – recorded beside Spn MK inh, whose call it bears; inhibition, %; measured here: pilot screen replicates
DPM-DC inhibit pilot screen % – further read-out of DPM-DC inhibit, marked with its call; inhibition, %; measured here: pilot screen trials
Numbers without * were called inactive; i = inactive; . = not tested or not shown. Cut-off read from the data, not from the text of the source, unless noted: active = cytotoxicity above about 50%; inactive = the rest.

SMILES | Spn MK inh | HT1080 cytotoxicity | DPM-DC inhibit | Alkaline phosphatase | PMK inhibit | LYP inhibition | HPDE-C7 viability | HPDE-C7K KRASV12 | Bfl-1 displacement | others
O=C(CSc1nc(O)c(C2CCCCC2)c(=O)[nH]1)Nc1ccc(Cl)cc1 | 8 | 5% | i | 8% | 4 | -4% | 14% | 43% | 10%
Cc1ccc(C(=O)Nc2ccc3c(c2)CCC3)o1 | 5 | 6% | i | 12% | 7 | . | 0% | 10% | 2%
N#Cc1ccccc1NCc1ccccc1 | 6 | 4% | i | 6% | 6 | . | -19% | -26% | -4%
COc1ccc(OC)c(NC(=O)CN2CCC(C(=O)c3ccc(C)cc3)CC2)c1 | 0 | -4% | i | 8% | 17 | . | -1% | 5% | -2%
Cc1ccc(NC(=O)Cn2c(=O)n(CCCCC(=O)NCc3ccco3)c(=O)c3ccccc32)cc1 | 0 | . | i | -2% | 14 | . | -5% | -4% | -5%
CCOC(=O)c1ccc(NC(=O)C(CC)CC)cc1 | 2 | 0% | i | 8% | 0 | 10% | -13% | -14% | 5%
COc1ccc(-n2c(Cc3cccn3C)nnc2SCC(=O)NC2CCCC2)cc1 | 1 | -1% | i | 5% | 4 | 10% | -16% | -4% | -11%
CC(C)N(CCO)C(=O)C(c1ccccc1)c1ccccc1 | 12 | 1% | i | 5% | 13 | . | 0% | -4% | -2%
O=C(Nc1c(C(=O)NCc2ccco2)cnn1-c1ccccc1)c1cccc(F)c1 | 0 | 5% | i | 10% | 0 | . | -11% | 7% | -3%
Cc1ccc(NC(=O)CN2C(=O)COc3ccc(C)cc32)nc1 | 0 | 14% | i | 13% | 12 | -6% | 0% | 6% | -2%
O=C(CCCSc1nc2ccccc2s1)NC1=NCCS1 | 4 | 0% | i | 27% | 14 | -9% | -8% | 10% | 2% | PMK inhibit pilot replicates=5.5;Spn MK inh pilot replicates=3.0;DPM-DC inhibit pilot screen %=0.0
Cc1cc(C)c(C#N)c(=N)o1 | 14 | 3% | i | 9% | 0 | . | -13% | -3% | -3%
Cc1ccc(C(=O)N2CCN(c3ccccc3)CC2)cc1C | 10 | -1% | i | 8% | 18 | 4% | -17% | -14% | -1%
Cc1cnc(NC(=O)CSc2nnc(-c3cccs3)n2C)s1 | 8 | 9% | i | 15% | 8 | . | -7% | -18% | -4%
Brc1ccccc1CN1CCC(N2CCCCC2)CC1 | 9 | -6% | i | 1% | 0 | -4% | 28% | 22% | -3%
Cc1ccc(-c2cc(C(=O)NCCCn3ccnc3)c3cc(Br)ccc3n2)o1 | 35 | 15% | i | 9% | 2 | -5% | 37% | 34% | 9%
Cn1c(NC(=O)CC2CCCCC2)cc(=O)n(C)c1=O | 3 | 9% | i | 6% | 9 | 0% | -1% | 1% | -5%
CCOC(=O)N1CCN(C(=O)Cc2cccs2)CC1 | 0 | -1% | i | 6% | 0 | 11% | -10% | 0% | -3%
O=c1[nH]c(SCc2cccc(Cl)c2)nc2c1CCCC2 | 0 | -1% | i | 10% | 10 | -8% | -18% | -5% | 11%
CC(=O)C1=C(C)OC(N)=C(C#N)C1c1ccco1 (stereo not drawn) | 12 | 2% | i | 6% | 5 | . | -2% | -8% | 3%
COc1cccc(NC(=O)Nc2nnc(N3CCCCC3C)s2)c1 (stereo not drawn) | 9 | -3% | i | 7% | 12 | . | -7% | -2% | -1%
O=c1c2c(nc3n1CCCCC3)-c1ccccc1CC21CCCC1 | 12 | 2% | i | 14% | 8 | 18% | -13% | -22% | -6%
CCOC(=O)c1cnc(-n2nc(C)cc2C)nc1Nc1cccc(C(C)=O)c1 | 6 | 1% | i | 8% | 12 | -6% | 7% | 15% | 2% | PMK inhibit pilot replicates=1.0;Spn MK inh pilot replicates=1.5;DPM-DC inhibit pilot screen %=0.0
O=S(=O)(Nc1ccc(N2CCOCC2)cc1)c1cccs1 | 0 | 8% | i | 6% | 0 | -2% | -4% | -6% | -5%
CCn1c2ccccc2c2nnc(SCC(=O)NCc3cccs3)nc21 | 14 | 2% | i | 13% | 10 | -1% | 7% | -1% | -6%

Ordered by length of the SMILES (lowest first): 11 of the compounds above.
SMILES | Spn MK inh | HT1080 cytotoxicity | DPM-DC inhibit | Alkaline phosphatase | PMK inhibit | LYP inhibition | HPDE-C7 viability | HPDE-C7K KRASV12 | Bfl-1 displacement | others
Cc1cc(C)c(C#N)c(=N)o1 | 14 | 3% | i | 9% | 0 | . | -13% | -3% | -3%
Brc1ccccc1CN1CCC(N2CCCCC2)CC1 | 9 | -6% | i | 1% | 0 | -4% | 28% | 22% | -3%
CCOC(=O)N1CCN(C(=O)Cc2cccs2)CC1 | 0 | -1% | i | 6% | 0 | 11% | -10% | 0% | -3%
CC(=O)C1=C(C)OC(N)=C(C#N)C1c1ccco1 (stereo not drawn) | 12 | 2% | i | 6% | 5 | . | -2% | -8% | 3%
Cn1c(NC(=O)CC2CCCCC2)cc(=O)n(C)c1=O | 3 | 9% | i | 6% | 9 | 0% | -1% | 1% | -5%
CCn1c2ccccc2c2nnc(SCC(=O)NCc3cccs3)nc21 | 14 | 2% | i | 13% | 10 | -1% | 7% | -1% | -6%
COc1ccc(-n2c(Cc3cccn3C)nnc2SCC(=O)NC2CCCC2)cc1 | 1 | -1% | i | 5% | 4 | 10% | -16% | -4% | -11%
Cc1ccc(-c2cc(C(=O)NCCCn3ccnc3)c3cc(Br)ccc3n2)o1 | 35 | 15% | i | 9% | 2 | -5% | 37% | 34% | 9%
O=C(CSc1nc(O)c(C2CCCCC2)c(=O)[nH]1)Nc1ccc(Cl)cc1 | 8 | 5% | i | 8% | 4 | -4% | 14% | 43% | 10%
O=C(Nc1c(C(=O)NCc2ccco2)cnn1-c1ccccc1)c1cccc(F)c1 | 0 | 5% | i | 10% | 0 | . | -11% | 7% | -3%
Cc1ccc(NC(=O)Cn2c(=O)n(CCCCC(=O)NCc3ccco3)c(=O)c3ccccc32)cc1 | 0 | . | i | -2% | 14 | . | -5% | -4% | -5%

The list goes on.
SMILES | Spn MK inh | HT1080 cytotoxicity | DPM-DC inhibit | Alkaline phosphatase | PMK inhibit | LYP inhibition | HPDE-C7 viability | HPDE-C7K KRASV12 | Bfl-1 displacement | others
Cc1nc2c(-c3ccccc3)c(C)nn2c(C)c1CCC(=O)NCc1ccco1 | 8 | -3% | i | 9% | 8 | -2% | 1% | 2% | 7% | PMK inhibit pilot replicates=7.5;Spn MK inh pilot replicates=2.5;DPM-DC inhibit pilot screen %=5.5
CCOC(=O)c1cc2sccc2n1CC(=O)N1CCCc2ccccc21 | 0 | 0% | i | 15% | 14 | . | -6% | 2% | -2%
CC1(C(=O)O)CCC(C(=O)NCCc2ccccc2)C1(C)C (stereo not drawn) | 8 | -11% | i | 5% | 0 | . | -19% | -10% | 5%
CC1(C)CC(CCC(=O)Nc2ccccc2Cl)C(=O)O1 (stereo not drawn) | 4 | 2% | i | 1% | 6 | 18% | -2% | 0% | 0%
COc1cc(O)c(NC(C)=O)c2nonc12 | 5 | -17% | i | 6% | 3 | -5% | -8% | 2% | 0%
CCOCCCNS(=O)(=O)c1ccc2c(c1)CCN2C(=O)CC | 0 | . | i | 5% | 23 | 6% | -23% | -16% | 5%
COc1ccc(-n2c(C)cc(C(=O)CSc3nnc(-c4cccs4)o3)c2C)cc1 | 0 | -3% | i | 15% | 0 | . | 1% | -3% | -8%
O=c1c2c(nc3c(-c4ccccc4)c[nH]n13)CCCC2 | 9 | -6% | . | 2% | 0 | 15% | 2% | 2% | 5%
COc1ccc(CN(CCCN2CCOCC2)S(=O)(=O)N(C)C)cc1OC | 8 | -5% | i | 12% | 14 | . | -7% | 0% | -4%
CCOc1ccc(C2CC(c3cccc(OC)c3OC)n3nnnc3N2)cc1Cl (stereo not drawn) | 2 | 2% | i | 0% | 9 | 1% | -6% | -2% | -4%
Cc1cc(NC(=O)CCC(=O)N(Cc2cccs2)C(C(=O)NC2CCCC2)c2ccncc2)no1 (stereo not drawn) | 0 | -10% | i | 12% | 13 | . | -20% | -17% | -4%
CCn1c(SCC(=O)N2c3ccccc3Sc3ccccc32)nnc1-c1ccco1 | 9 | -7% | i | 10% | 7 | 5% | 5% | 6% | 0%
O=C(Nc1nnc(Cc2ccccc2)s1)c1cccs1 | 7 | -8% | i | 8% | 12 | . | 3% | 11% | 2%
CCOC(=O)C(C(=O)OCC)C(C#N)c1ccccc1 (stereo not drawn) | 9 | 4% | i | 8% | 3 | -7% | -6% | 3% | -11%
CCOC(=O)n1ccc(C(=O)Nc2ccccc2F)n1 | 0 | -4% | i | 6% | 6 | -5% | -1% | -10% | 1%
C=CCn1c(SCC(=O)N2CCN(c3ccc(F)cc3)CC2)nnc1-c1cccs1 | 9 | -6% | i | 6% | 0 | 5% | -2% | 5% | -5%
COc1ccc(OC)c(C2/C(=C(/O)c3cnn(-c4ccccc4)c3C)C(=O)C(=O)N2CCN(C)C)c1 (stereo not drawn) | 18 | -6% | i | 6% | 6 | 3% | -3% | 2% | -3%
CC1CCN(CC(=O)NCc2ccccc2)CC1 | 4 | -3% | i | 11% | 0 | 5% | -4% | -3% | 2%
CSCCC(=O)Nc1ccc(C(C)=O)cc1 | 6 | 3% | i | 11% | 0 | 25% | 2% | -4% | -3%
COc1ccc(S(=O)(=O)N2CCC(N3CCCCC3)CC2)cc1 | 32 | -11% | i | 6% | 4 | 11% | 20% | 24% | -3%
O=C(C1CC1)N1CCC(c2nc(-c3ccc(S(=O)(=O)NCC4CCCO4)cc3)no2)CC1 (stereo not drawn) | 11 | 6% | i | 20% | 0 | -1% | -22% | -11% | 7% | PMK inhibit pilot replicates=0.0;Spn MK inh pilot replicates=0.0;DPM-DC inhibit pilot screen %=1.0
Nn1c(SCC(=O)N2CCCc3ccccc32)nnc1-c1ccc(Cl)cc1 | 3 | 16% | i | 13% | 13 | 7% | -8% | 3% | 4%
CCCCCNC(=O)c1ccc2c(=O)[nH]c3c(C(=O)NCC4CCCO4)sc(=S)n3c2c1 (stereo not drawn) | 8 | 12% | i | 9% | 0 | -21% | 18µM* | . | 1%
COCc1cc(CN2CCCC2)c(O)c2ncccc12 | 0 | 7% | i | -30% | 21 | 10% | -12% | -5% | 0%
Cc1cc(C)cc(NC(=O)CN(C)S(=O)(=O)c2cnc[nH]2)c1 | 2 | 7% | i | 13% | 14 | . | -2% | 3% | 1% | PMK inhibit pilot replicates=0.0;Spn MK inh pilot replicates=5.0;DPM-DC inhibit pilot screen %=5.5
O=S(=O)(NCCOCCNS(=O)(=O)c1ccccc1)c1ccccc1 | 8 | 5% | i | 8% | 2 | 2% | -22% | -11% | 2%
C=C(C)c1cccc(C(C)(C)NC(=O)N2CCN(C)CC2)c1 | 11 | 7% | i | 5% | 13 | -8% | -2% | -1% | -8%

Two compounds picked at random from those above, as already listed:
SMILES | Spn MK inh | HT1080 cytotoxicity | DPM-DC inhibit | Alkaline phosphatase | PMK inhibit | LYP inhibition | HPDE-C7 viability | HPDE-C7K KRASV12 | Bfl-1 displacement | others
CCOC(=O)n1ccc(C(=O)Nc2ccccc2F)n1 | 0 | -4% | i | 6% | 6 | -5% | -1% | -10% | 1%
COc1cc(O)c(NC(C)=O)c2nonc12 | 5 | -17% | i | 6% | 3 | -5% | -8% | 2% | 0%

This is a random part of the collection (roughly 3.3% active in at least one column).
